LYPLA1 counter – LYPLA1 (human) inhibition in PME1 counter-screen; O75608; recombinant LYPLA1, FP-Rh probe fluorescence polarization; inhibition, % at 5.9 µM; 320,000 tested, 0.16% active; AID 2174;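 active means inhibition above the mean of all tested compounds plus 3 SD, set per campaign, cut at about 14% in these data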;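 further: inhibitors block serine hydrolase probe labeling of LYPLA1 so polarization falls; 0% = enzyme with DMSO and 100% = wells lacking LYPLA1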
PAD4 FP inh – PAD4 (human) enzyme inhibition; inhibition, % at 6.36 µM; 330,000 tested, 0.41% active; Q9UM07; recombinant PAD4, RCA probe fluorescence polarization;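 active means percent inhibition above a cutoff equal to the mean of all tested compounds plus 3 SD, cut at about 15% in these data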;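 further: 0% = PAD4 with RCA probe and DMSO and 100% = probe without PAD4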
Target sequence (Q9UM07 whole entry, looked up): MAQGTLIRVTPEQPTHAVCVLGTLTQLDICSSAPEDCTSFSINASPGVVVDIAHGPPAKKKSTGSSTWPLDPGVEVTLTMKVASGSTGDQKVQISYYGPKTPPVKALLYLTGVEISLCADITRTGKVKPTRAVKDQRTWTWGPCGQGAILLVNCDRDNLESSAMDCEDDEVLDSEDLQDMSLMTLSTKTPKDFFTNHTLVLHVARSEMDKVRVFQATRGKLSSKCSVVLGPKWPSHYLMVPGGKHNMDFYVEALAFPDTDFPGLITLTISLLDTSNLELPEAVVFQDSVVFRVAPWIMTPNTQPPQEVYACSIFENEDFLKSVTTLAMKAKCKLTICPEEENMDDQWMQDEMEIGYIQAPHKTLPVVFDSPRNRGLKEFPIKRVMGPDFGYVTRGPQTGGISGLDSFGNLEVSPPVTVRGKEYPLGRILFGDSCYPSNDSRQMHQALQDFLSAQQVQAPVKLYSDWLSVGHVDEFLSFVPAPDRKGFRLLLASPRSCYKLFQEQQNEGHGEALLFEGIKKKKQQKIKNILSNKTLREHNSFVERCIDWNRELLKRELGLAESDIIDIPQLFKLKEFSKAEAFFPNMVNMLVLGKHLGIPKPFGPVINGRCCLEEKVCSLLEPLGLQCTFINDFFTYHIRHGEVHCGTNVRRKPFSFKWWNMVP
PME-1 primary – blocks human protein phosphatase methylesterase 1; Q9Y570; recombinant PME-1, FP-Rh probe fluorescence polarization; inhibition, % at 5.9 µM; 320,000 tested, 0.53% active;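 active means inhibition above the campaign mean of all compounds plus 3 SD, cut at about 26% in these data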;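 further: competitive labeling of PME-1 active site by serine hydrolase directed probe; 0% = PME-1 with DMSO and 100% = wells lacking PME-1 enzyme; inhibitors block probe labeling so polarization falls and inhibition rises; many of its hits are not listed in these tables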
PAFAH1B2 FP inh – inhibitors of human PAFAH1B2; AID 492953; recombinant PAFAH1B2, FP-rhodamine activity probe, fluorescence polarization; 340,000 tested, 1.2% active; inhibition, % at 3.39 µM;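 active means inhibition above the mean of all tested compounds plus 3 SD, cut at about 24% in these data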;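 further: 0% = enzyme with DMSO and 100% = wells lacking PAFAH1B2; many of its hits are not listed in these tables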
Target sequence (P68402 whole entry, looked up): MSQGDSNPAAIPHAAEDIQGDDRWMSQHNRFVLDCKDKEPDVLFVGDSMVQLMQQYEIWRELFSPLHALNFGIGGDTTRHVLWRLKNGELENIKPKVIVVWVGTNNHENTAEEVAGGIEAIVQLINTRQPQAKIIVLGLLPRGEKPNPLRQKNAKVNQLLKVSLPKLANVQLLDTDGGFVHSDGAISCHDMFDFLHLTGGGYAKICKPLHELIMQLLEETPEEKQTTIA
Fam108B counter – counter-screen for RBBP9 inhibitors: inhibitors of mouse Fam108B; 300,000 tested, 0.33% active; recombinant Fam108B, FP-Rh probe fluorescence polarization; inhibition, % at 9.51 µM; AID 1947;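 active means inhibition above the screen mean inhibition plus 3 SD, computed separately per campaign, cut at about 18% in these data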;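 further: inhibitors lower polarization as less probe binds the enzyme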
pPAFAH inh – pPAFAH (human) enzyme inhibition | inhibition, % at 3.39 µM | AID 463082 | 330,000 tested, 1.5% active | recombinant pPAFAH, FP-rhodamine probe fluorescence polarization;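 active means inhibition above the mean inhibition across the screen plus 3 SD, cut at about 25% in these data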;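 further: inhibitors block binding of the rhodamine activity-based probe so polarization drops; 0% = enzyme with DMSO and 100% = wells lacking pPAFAH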
GSTO1 inh – GSTO1 inhibition, counter-screen for RBBP9 inhibitors; recombinant GSTO1, activity-based probe fluorescence polarization; inhibition, % at 5.96 µM; AID 1974; 300,000 tested, 1.1% active;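 active means inhibition above the campaign mean inhibition plus 3 SD, cut at about 35% in these data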;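 further: 0% = GSTO1-1 with DMSO and 100% = wells lacking GSTO1-1 enzyme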
PAFAH2 FP inh – PAFAH2 (human) inhibition; Q99487; 340,000 tested, 0.99% active; recombinant PAFAH2, FP-rhodamine activity probe, fluorescence polarization; inhibition, % at 3.39 µM;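 active means inhibition above the mean over all tested compounds plus 3 SD, cut at about 30% in these data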;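 further: inhibitors block probe labeling of enzyme so polarization drops; 0% = enzyme with DMSO and 100% = wells lacking PAFAH2 protein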
PAFAH1B3 inh – blocks human PAF acetylhydrolase 1B catalytic subunit 3; Q15102; recombinant PAFAH1B3, FP-rhodamine probe, fluorescence polarization; inhibition, % at 3.39 µM; 340,000 tested, 0.28% active; AID 492972;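 active means inhibition above the screen-wide average of all tested compounds plus 3 SD, cut at about 25% in these data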;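 further: 0% = enzyme with DMSO only and 100% = wells lacking PAFAH1B3 protein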
* marks the source's active call; other numbers are inactive results; x = no result given. The list is partial; count on the stated rates, not on these rows.

SMILES	LYPLA1 counter	PAD4 FP inh	PME-1 primary	PAFAH1B2 FP inh	Fam108B counter	pPAFAH inh	GSTO1 inh	PAFAH2 FP inh	PAFAH1B3 inh
CSC1=NS(=O)(=O)c2c(C)nn(C)c2S1	3	-1	2	-2	2	3	4	2	-2
CCOC(=O)c1ccc(N=C2SC(C(=O)NCCc3ccccc3)CC(=O)N2C)cc1 (stereo not drawn)	-5	2	-3	7	2	10	6	-2	5
NC(=O)c1ccccc1NC(=O)CSc1nc2c(c(=O)[nH]1)CCCC2	-2	4	-7	1	2	4	4	-8	15
Cc1ccc(S(=O)(=O)NCc2ccccn2)c(C)c1	1	2	3	3	0	0	3	5	-1
Cc1cc(SCc2c(F)cccc2Cl)nc(=O)[nH]1	-3	-3	0	2	-2	2	0	-3	1
CCC(C)NC(=O)CSC1=Nc2ccccc2C2=NC(CC(=O)NCc3ccc(F)cc3)C(=O)N12 (stereo not drawn)	5	2	-1	5	-1	7	-2	5	-7
COc1ccccc1CNS(=O)(=O)c1ccc(-n2cccn2)cc1	2	-2	1	-2	1	4	-2	2	7
CCC(=O)c1cc2c(cc1NC(=O)C(C)C)OCCO2	1	-4	0	6	2	3	7	1	9
N#C/C(=C1/C(=O)Nc2ccc(Br)cc21)c1ccccn1	-2	0	6	2	-1	3	4	1	3
Cc1ccc(C)c(Oc2nnnn2-c2ccccc2)c1	-1	-5	-6	3	-3	6	4	-5	3
CC(C)NC(=O)NC(=O)COC(=O)Cc1ccsc1	5	2	0	-1	3	4	7	-7	0
CC(C(=O)NCc1ccco1)c1ccc([N+](=O)[O-])cc1 (stereo not drawn)	-1	-4	2	1	3	2	8	1	-4
COC(=O)c1ccc(CNC(=O)COC(=O)c2ccccc2-c2ccccc2)cc1	0	-2	10	5	2	7	-7	0	8
CS(=O)(=O)N(CC(=O)N1CCCC1)c1cccc(F)c1	-1	0	-1	5	0	-7	-3	-1	4
COc1ccc(N2CCN(C(=O)C(=O)c3c(C)[nH]c4ccccc34)CC2)cc1	2	-3	5	8	2	-1	2	5	2
Cc1ccc2nc(SCC(=O)Nc3cc(C(C)(C)C)nn3-c3ccccc3)[nH]c2c1	0	-6	-19	2	-1	10	-4	0	9
CC1CCCCN1C(=O)C1CC(c2ccc(F)cc2)=NO1 (stereo not drawn)	-3	-1	-2	1	0	2	-2	-4	7
COc1ccc(C(CNC(=O)Cn2[nH]c(=O)c3ccccc3c2=O)N2CCCC2)cc1 (stereo not drawn)	0	-1	0	-1	-2	1	-8	-6	-1
O=C(/C=C/c1cccs1)Nc1ccncc1	0	5	0	6	1	-4	-1	2	-2
Nc1nc2n(n1)C(c1ccccc1)CC(c1ccc(F)cc1)N2 (stereo not drawn)	2	-2	0	-1	-5	4	-3	3	10

Retrieved by structure from the list above, four records:
SMILES	LYPLA1 counter	PAD4 FP inh	PME-1 primary	PAFAH1B2 FP inh	Fam108B counter	pPAFAH inh	GSTO1 inh	PAFAH2 FP inh	PAFAH1B3 inh
Cc1ccc2nc(SCC(=O)Nc3cc(C(C)(C)C)nn3-c3ccccc3)[nH]c2c1	0	-6	-19	2	-1	10	-4	0	9
CC1CCCCN1C(=O)C1CC(c2ccc(F)cc2)=NO1 (stereo not drawn)	-3	-1	-2	1	0	2	-2	-4	7
COc1ccccc1CNS(=O)(=O)c1ccc(-n2cccn2)cc1	2	-2	1	-2	1	4	-2	2	7
CC(C(=O)NCc1ccco1)c1ccc([N+](=O)[O-])cc1 (stereo not drawn)	-1	-4	2	1	3	2	8	1	-4

Taken from above:
Value for CC(C)NC(=O)NC(=O)COC(=O)Cc1ccsc1 under PAD4 FP inh: 2
Value for Nc1nc2n(n1)C(c1ccccc1)CC(c1ccc(F)cc1)N2 (stereo not drawn) under Fam108B counter: -5
Value for CCC(C)NC(=O)CSC1=Nc2ccccc2C2=NC(CC(=O)NCc3ccc(F)cc3)C(=O)N12 (stereo not drawn) under LYPLA1 counter: 5

Back to the main list with the 3 entries that preceded the break.
SMILES	LYPLA1 counter	PAD4 FP inh	PME-1 primary	PAFAH1B2 FP inh	Fam108B counter	pPAFAH inh	GSTO1 inh	PAFAH2 FP inh	PAFAH1B3 inh
COc1ccc(C(CNC(=O)Cn2[nH]c(=O)c3ccccc3c2=O)N2CCCC2)cc1 (stereo not drawn)	0	-1	0	-1	-2	1	-8	-6	-1
O=C(/C=C/c1cccs1)Nc1ccncc1	0	5	0	6	1	-4	-1	2	-2
Nc1nc2n(n1)C(c1ccccc1)CC(c1ccc(F)cc1)N2 (stereo not drawn)	2	-2	0	-1	-5	4	-3	3	10
CC(C)CNC(=O)Nc1ccccc1F	2	0	0	-2	-6	-2	2	-5	9
COc1cc(O)c2c(=O)c3c(OC)c(O)ccc3oc2c1	2	-6	-7	0	2	3	3	3	14
O=C(NCC(=O)N(c1cccnc1)C(C(=O)NC1CCCC1)c1cccs1)c1cccs1 (stereo not drawn)	2	6	-2	3	-3	-7	-1	7	-2
COc1ccc(S(=O)(=O)Nc2cc3c4c(c2)CCC(=O)N4CCC3)cc1C	-3	2	5	-2	3	10	-1	-8	4
COCOc1cc(O)c(C(=O)/C=C/c2ccccc2)c(OCOC)c1	-2	3	-10	3	-3	4	2	-3	-2
Cc1cc(Cl)c(S(=O)(=O)N/N=C/c2ccc3c(c2)OCO3)c(Cl)c1	1	-3	-2	-1	-2	1	1	18	2
O=C(N/N=C\c1c(O)ccc2ccccc12)c1ccc(O)cc1	-15	2	19	21	23*	26*	-3	-14	41*
CSc1ccccc1OCc1cc(C(=O)N(C)Cc2c(C)n[nH]c2C)no1	0	3	8	-4	-2	6	9	4	-7
C=CCn1c(C)cc(C(=O)COC(=O)/C=C/c2cccc(OC)c2)c1C	1	0	4	2	-2	10	-1	55*	8
COCCn1c(C)cc(C(=O)COC(=O)c2ccc(S(=O)(=O)N(C)C)cc2)c1C	x	-4	x	1	x	1	x	10	3
O=C(Nc1cccc(-c2nn[nH]n2)c1)c1ccc(Br)s1	-6	2	-10	0	-2	0	-7	-14	-3
Cc1cc(N2CCCC(C(=O)Nc3cccc(Cl)c3)C2)n2ncnc2n1 (stereo not drawn)	3	-1	2	5	1	-3	0	-1	9
CCOC(=O)C1=C(COC(=O)CCOc2ccccc2C)NC(=O)NC1C (stereo not drawn)	-1	8	2	6	-5	6	5	9	-2
COc1ccc2[nH]c(=O)c(CN(Cc3ccccc3)C(=S)NCC3CCCO3)cc2c1 (stereo not drawn)	-4	2	-1	4	2	3	0	-5	1
O=C(CSc1ccc(-c2cccnc2)nn1)Nc1ccc(F)cc1F	0	1	3	6	0	-3	-1	1	11
Cc1cc(C)c[n+](-c2nc3ccccc3nc2[N-]S(=O)(=O)c2ccc(Cl)cc2)c1	-5	5	8	2	-2	-8	10	-8	1
O=C(N/N=C/c1ccncc1)c1cc2c(ccc3ccccc32)o1	-16	-2	-28	0	-9	-5	-9	-7	9
COc1ccc(-c2cn3c(C)c(C(=O)NC(C)(C)C)sc3n2)cc1	3	-4	6	6	2	-4	-1	3	-2
COC(=O)c1cc(-c2cccs2)nc2ccccc12	2	3	-4	6	-6	-1	1	2	6
CCCCCCCOc1ccc(-c2ccc(C#N)cn2)cc1	-3	0	-4	4	1	2	3	-6	5
CC(C)NC(=O)c1onc(CSc2ccccn2)c1C(=O)NC(C)C	-2	-2	0	-7	3	2	4	3	8
Cn1c(SCC(=O)Nc2nccs2)nnc1-c1cccnc1	-1	1	-2	-2	x	-2	x	-7	10
C=CCc1c(C)nc(-c2ccccc2)nc1Nc1ccc(O)cc1	0	-2	13	-2	7	9	2	10	7
Cc1cccc(C)c1NC(=O)c1cnn(-c2ccccc2)c1C	0	0	0	-3	0	-4	-6	1	8
CC(=O)c1c(C)nc2ccc(C)cc2c1-c1ccccc1	0	-3	-6	2	0	5	-4	1	5
Cc1ccc(C(=O)Nc2ccc3c(c2)OCCO3)cc1S(=O)(=O)N1CCOCC1	x	-4	x	4	x	0	x	0	-4
COc1ccc(S(=O)(=O)Nc2ccccc2C(=O)N2CCOCC2)cc1Cl	-3	-5	2	4	4	-3	-3	2	13
Cc1noc(C)c1CSc1nnc(-c2ccncc2)n1-c1cccc(Cl)c1C	0	2	7	10	2	6	7	1	4
CC1(C)ON(C2CCCCC2)[C@H]2c3nc4ccccc4n3C[C@H]21	-1	-3	1	-1	1	3	3	5	7
Cc1nc([N+](=O)[O-])c(C(=O)OCc2ccccc2C#N)n1C	3	-2	-3	4	-4	3	7	7	1
COc1ccc(CCNC(=O)Cn2nc(C(=O)O)c3ccccc3c2=O)cc1OC	3	-3	4	5	-2	1	-9	4	10
CCCCCCCCC/C(=N\O)c1ccccn1	3	-1	0	3	7	23	6	0	5
Cc1cccc(/C=N/NC(=O)c2cc(C)nc3ccccc23)n1	0	-1	-3	4	2	4	9	1	1
COc1ccccc1CNC(=O)C1CCC(CNS(=O)(=O)c2cccs2)CC1 (stereo not drawn)	1	0	1	0	1	7	4	2	0
Cc1cccc(C(C)C)c1-n1nnnc1-c1ccccc1	3	1	-1	-4	-3	-1	0	3	5
CN(C)c1nc(OCCNC(=O)Nc2ccccc2)nc(N(C)C)n1	0	-1	0	2	3	4	1	-1	2
COc1cc(/C=C/C(=O)c2ccc(O)cc2)ccc1OCC#N	-1	-4	-5	-6	0	-3	-20	-4	2
O=C(Nc1ccc(C(=O)NCc2ccccc2)cc1)C1=CSCCO1	0	-5	-2	6	-2	6	1	1	-1
COc1ccccc1N1CCN(C(c2ccccc2)c2nnnn2CCc2ccccc2)CC1 (stereo not drawn)	0	1	-7	2	3	6	-2	9	4
CCNC(=O)/N=C1/NC(=O)C(C(C)C)O1 (stereo not drawn)	3	-3	0	2	-4	-1	-8	-7	1
O=C(N/N=C/c1ccccn1)c1cccc(NC(=O)c2ccccc2Cl)c1	-10	-4	-5	8	-5	1	-4	6	6
COc1ccc(C)cc1NC(=O)c1ccccc1NS(=O)(=O)c1ccc(Cl)s1	-7	-4	-2	10	6	19	-26	12	-2
O=C(CCC(=O)NC1CCCCCC1)Nc1nnc(C(F)(F)F)s1	5	0	3	4	0	-3	2	1	1

Assay outcomes from PubChem.
